ERp5 inh: blocks human ERp5 reductase activity on insulin. ERp5 insulin aggregation, absorbance 650 nm, 90 min. inhibition, % at 9.99 µM. hit rate 0.05% among 350,000. AID 651711;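 active = mean replicate inhibition above about 25%, with every replicate also reaching it, limit read from the data, passing the limit was not always enough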
Target sequence (Q15084 whole entry, looked up): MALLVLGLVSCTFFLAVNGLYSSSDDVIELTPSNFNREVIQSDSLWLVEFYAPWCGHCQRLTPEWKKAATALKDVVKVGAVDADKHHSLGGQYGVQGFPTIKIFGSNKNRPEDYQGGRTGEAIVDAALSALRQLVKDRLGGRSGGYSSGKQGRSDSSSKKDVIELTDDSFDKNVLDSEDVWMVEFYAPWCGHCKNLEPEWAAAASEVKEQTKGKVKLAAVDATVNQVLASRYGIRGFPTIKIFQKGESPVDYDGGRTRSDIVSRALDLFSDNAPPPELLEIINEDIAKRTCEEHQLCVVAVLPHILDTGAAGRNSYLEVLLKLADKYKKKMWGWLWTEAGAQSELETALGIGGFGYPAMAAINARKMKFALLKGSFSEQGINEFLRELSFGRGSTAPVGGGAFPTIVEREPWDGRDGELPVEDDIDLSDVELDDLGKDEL
PglD inh: inhibitors of Campylobacter jejuni PglD acetyltransferase; inhibition, % at 12.5 µM; hit rate 0.098% among 360,000; purified PglD enzyme, DTNB colorimetric CoA detection; in the data active = inhibition above about 16%, passing the limit was not always enough; also: strong numbers were not always called active
E-selectin induc: induces E-selectin expression in human endothelial cells; P16581; HUVEC E-selectin immunofluorescence imaging; normalized: neutral wells 0, TNF-alpha wells 100; activation, % at 7.58 µM; hit rate 0.37% among 260,000; AID 686992;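 active = mean E-selectin-positive cell signal at least 10% of the positive control, reached in at least 60% of replicates, without over 20% cell loss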;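 also: in these data hits start at about 27%; measured in HUVEC primary endothelial cells; signal is the percent of cells scored E-selectin positive by PE staining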
Target sequence (P16581 whole entry, looked up): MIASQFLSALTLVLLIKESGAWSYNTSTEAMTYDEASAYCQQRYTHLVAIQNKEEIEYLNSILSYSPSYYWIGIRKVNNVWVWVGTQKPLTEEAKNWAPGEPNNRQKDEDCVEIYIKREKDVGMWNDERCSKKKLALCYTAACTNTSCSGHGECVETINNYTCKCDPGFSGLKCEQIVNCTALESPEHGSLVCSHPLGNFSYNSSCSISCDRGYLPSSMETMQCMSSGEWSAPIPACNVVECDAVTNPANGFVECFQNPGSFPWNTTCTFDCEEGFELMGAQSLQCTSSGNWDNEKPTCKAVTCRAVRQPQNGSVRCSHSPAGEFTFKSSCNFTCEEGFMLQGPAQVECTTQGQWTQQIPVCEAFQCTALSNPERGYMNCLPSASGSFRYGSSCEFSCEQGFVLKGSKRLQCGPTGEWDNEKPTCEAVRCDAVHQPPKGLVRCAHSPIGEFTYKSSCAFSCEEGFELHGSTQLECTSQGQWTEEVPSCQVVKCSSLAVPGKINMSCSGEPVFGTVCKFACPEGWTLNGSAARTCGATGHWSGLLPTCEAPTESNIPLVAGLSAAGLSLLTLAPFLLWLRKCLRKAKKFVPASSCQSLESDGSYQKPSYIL
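System: HUVEC / Compound: single concentration / Signal: immunofluorescence imaging / Read-out: percent E-selectin-positive cells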
CASP6 VEID inh: blocks human caspase-6 cleavage activity; P55212; purified caspase-6, Z-VEID-R110 cleavage fluorescence; inhibition, % at 12.5 µM; hit rate 0.53% among 350,000; AID 686996;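 active = mean inhibition across replicates at least about 35%, with every replicate also reaching that limit, limit read from the data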;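 also: 0% = median of neutral control wells and 100% = no fluorescence left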
ARNT-TACC3 inh: disrupts binding between human ARNT and TACC3. Q9Y6A5. AlphaScreen His-ARNT PAS-B/GST-TACC3 binding, luminescence; TACC3 fragment carries E629A point mutation. inhibition, % at 9.99 µM. hit rate 0.66% among 390,000;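 active = mean inhibition of replicates at least 50% and at least half of replicates each reaching 50%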;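 also: 0% = complete ARNT plus TACC3 wells and 100% = ARNT alone without TACC3; many hits fall short of the cut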
RAD52 anneal inh: inhibitors of human RAD52 DNA annealing; P43351; recombinant RAD52 DNA annealing, FRET fluorescence; inhibition, % at 18.7 µM; hit rate 0.46% among 360,000; AID 651710;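 active = every replicate showing at least 50% inhibition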
esBAF inh: inhibitors of esBAF chromatin remodeling in mouse ES cells. reporter increase, % at 12.5 µM. hit rate 2% among 350,000. Bmi1-luciferase knock-in reporter, 24 h; 100% = twice the neutral-well signal; in the data active = activation above about 40%;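 also: 0% = median of the plate's neutral control wells and 100% = double that signal; a rise in the Bmi1 reporter signal indicates esBAF inhibition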
RAD54 branch: RAD54 (human) branch migration inhibition; Q92698; RAD54 Holliday junction branch migration, FAM/BHQ fluorescence; inhibition, % at 10.4 µM; hit rate 0.14% among 360,000; AID 602329;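 active = mean normalized replicate activity at least 40 and at least half of replicates scoring 40 or more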;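 also: 0% = median of neutral control wells and 100% = median of positive control wells; inhibitors cause a drop in the FAM fluorescence signal; in these data hits start at about 50%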
Active calls of the source: *; · = no result given.

| mol | CASP6 VEID inh | RAD52 anneal inh | ERp5 inh | PglD inh | E-selectin induc | ARNT-TACC3 inh | RAD54 branch | esBAF inh |
| --- | --- | --- | --- | --- | --- | --- | --- | --- |
| C[C@@H]1CN([C@H](C)CO)C(=O)Cc2cc(NS(=O)(=O)c3ccccc3)ccc2O[C@@H]1CN(C)Cc1ccc(Cl)c(Cl)c1 | 0 | 14 | 1 | 8 | 0.1 | -3 | -1 | -3 |
| CC(C)CNC(=O)C1(C)CCCN1C(=O)c1cccnc1 (centres undefined) | -1 | -3 | 1 | -7 | 0.6 | · | -5 | 7 |
| CCCN(C(=O)COC(=O)CSc1ccc(C(N)=O)cc1[N+](=O)[O-])C1CCS(=O)(=O)C1 (centres undefined) | 2 | -10 | 0 | -6 | 0.0 | -9 | -5 | -7 |
| O=S(=O)(O)c1cc(O)c(N=Nc2ccc(O)cc2O)c2ccccc12 | 52* | -6 | 1 | -5 | 65* | 93* | -12 | -24 |
| O=C(CNC(=O)C1CCCCC1)NCc1ccco1 | 9 | -24 | 7 | 1 | 0.0 | 20 | 10 | -1 |
| COC(=O)Cc1ccc(NC(=S)N2CCN(c3ccc(F)cc3)CC2)cc1 | · | · | · | -1 | · | -1 | -4 | 1 |
| CN(C)c1ccc(-c2csc(C(C)(O)c3ccccc3)n2)cc1 (centres undefined) | 2 | -21 | 3 | 4 | -0.2 | · | -23 | 56* |
| CC(/C=N/Nc1nc(C)cc(=O)[nH]1)=C\c1ccccc1 | 2 | 0 | -1 | 7 | 0.2 | · | 3 | 10 |
| COC(=O)c1cc(S(=O)(=O)N2CCOCC2)ccc1Sc1ccccc1N | · | · | · | 6 | · | 4 | 2 | -6 |
| COc1ccccc1C1Nc2cccc3cccc(c23)N1 | · | · | · | -6 | · | 1 | 10 | 2 |
| O=C(CN1CCN(C(=O)CCC(=O)N2CCC(c3ccccc3)=N2)CC1)Nc1cccc(F)c1 | 0 | -28 | -2 | 6 | -0.1 | · | -1 | -4 |
| Cc1ccc(C(=O)NC(c2ccccc2)C(Cl)Cl)cc1 (centres undefined) | · | · | · | 2 | 0.0 | -19 | 1 | · |
| CCC(=O)OCc1cc(=O)oc2ccc3ccccc3c12 | -2 | -4 | -1 | 3 | · | -10 | -4 | -5 |
| CCOC(=O)CC1(Cc2ccccc2)Oc2ccccc2O1 | -1 | 4 | -3 | · | 0.2 | · | · | · |
| CCC(=O)Nc1ccc2c(c1)C(=O)N(C)[C@@H]1CC[C@H](CC(=O)Nc3cccc(OC)c3)O[C@H]1CO2 | -1 | 2 | -5 | -2 | 0.1 | -11 | 9 | 6 |
| CCC1=Nc2cc(C(=O)NCc3ccco3)ccc2Sc2ccc(C)cc21 | 0 | -33 | 6 | 5 | · | 1 | -9 | · |
| CC(=O)Oc1ccc(N(C(C)=O)S(=O)(=O)c2ccc3ccccc3c2)cc1 | 8 | -9 | -1 | -10 | -0.2 | 0 | 4 | 7 |
| COc1cc(NC(=O)C2CCN(S(=O)(=O)c3ccc(Cl)cc3)CC2)ccc1-n1cnnn1 | · | · | · | -1 | · | 7 | 6 | -5 |
| CC(C)(C)NC(=O)Cn1c(SCC(=O)NC2CCCCC2)nc2ccccc21 | · | · | · | -2 | · | 6 | -1 | 4 |
| COc1ccc(C(=O)N/N=C/c2ccc(OC)c(CN3CCc4cc(OC)c(OC)cc4C3C)c2)cc1 (centres undefined) | -4 | -33 | 2 | · | 3.9 | 5 | · | · |
| O=C(C[C@@H]1C[C@H]2c3cc(NC(=O)C4CCOCC4)ccc3O[C@H]2[C@H](CO)O1)NCc1cccc(F)c1 | -1 | 3 | -4 | 0 | 0.8 | · | -10 | 3 |
| Cc1cc(N2CCOCC2)nc2ccc(NC(=S)N3CCN(Cc4ccccc4)CC3)cc12 | 0 | -21 | 3 | · | -0.4 | -4 | · | 14 |
| CSc1ccc(S(=O)(=O)NC2CC3CCC2C3)cc1 (centres undefined) | 0 | -4 | -3 | 5 | · | -2 | 11 | -24 |
| C[C@H]1CN([C@@H](C)CO)C(=O)c2cc(NC(=O)Cc3cn(C)c4ccccc34)ccc2O[C@H]1CN(C)CC1CC1 | -2 | 39 | -5 | 0 | 0.0 | 10 | 1 | 0 |

Arranged by SMILES length (descending): 3 of the compounds above.
| mol | CASP6 VEID inh | RAD52 anneal inh | ERp5 inh | PglD inh | E-selectin induc | ARNT-TACC3 inh | RAD54 branch | esBAF inh |
| --- | --- | --- | --- | --- | --- | --- | --- | --- |
| CCC(=O)Nc1ccc2c(c1)C(=O)N(C)[C@@H]1CC[C@H](CC(=O)Nc3cccc(OC)c3)O[C@H]1CO2 | -1 | 2 | -5 | -2 | 0.1 | -11 | 9 | 6 |
| COc1ccc(C(=O)N/N=C/c2ccc(OC)c(CN3CCc4cc(OC)c(OC)cc4C3C)c2)cc1 (centres undefined) | -4 | -33 | 2 | · | 3.9 | 5 | · | · |
| Cc1cc(N2CCOCC2)nc2ccc(NC(=S)N3CCN(Cc4ccccc4)CC3)cc12 | 0 | -21 | 3 | · | -0.4 | -4 | · | 14 |

The list continues.
| mol | CASP6 VEID inh | RAD52 anneal inh | ERp5 inh | PglD inh | E-selectin induc | ARNT-TACC3 inh | RAD54 branch | esBAF inh |
| --- | --- | --- | --- | --- | --- | --- | --- | --- |
| CC(C)CCc1c(O)nc(SCC(C)C)[nH]c1=O | -1 | 6 | 2 | · | 5.2 | 1 | 0 | -6 |
| CCOc1ccc(OCC)c(Nc2cc(C)nc3ncnn23)c1 | 1 | 2 | -2 | -1 | 0.0 | · | -8 | -4 |
| C[C@@H]1CCCCO[C@H](CN(C)C(=O)Nc2ccc3c(c2)OCO3)[C@@H](C)CN([C@H](C)CO)C(=O)c2cc(NC(=O)c3ccccc3)ccc2O1 | -1 | 5 | -1 | -1 | -0.1 | -1 | 2 | 4 |
| CC(C)(C)OC(=O)[C@H](Cc1ccccc1)NC(=O)c1nc[nH]c1C(=O)N1CCNCC1 | 6 | -8 | -1 | 4 | -0.1 | -2 | -17 | -9 |
| CCOC(=O)N1N=C(c2ccc(OC)cc2)CC1(O)C(F)(F)F (centres undefined) | -5 | -20 | -5 | 3 | · | 3 | 7 | 1 |
| COc1ccc([C@H]2CC(=O)C=C(c3cc(C)ccc3F)C2)cc1 | 1 | -19 | -7 | 2 | 0.0 | -5 | -2 | 0 |
| Cc1ccc(CSC2=Nc3ccccc3C3=NC(=O)CN23)cc1 | 1 | -14 | 6 | · | -0.9 | -4 | · | · |
| Cc1ccc(S(=O)(=O)Nc2ccc3c(c2)C(=O)N(C)[C@H]2CC[C@H](CC(=O)O)O[C@H]2CO3)cc1 | 0 | -4 | 1 | 3 | 0.0 | -3 | -7 | 4 |
| O=C(C[C@H]1CC[C@@H]2[C@H](COC[C@H](O)CN2Cc2nccs2)O1)NCc1ccccc1 | 0 | 6 | 0 | 1 | 0.1 | 12 | 9 | 3 |
| COc1ccc(NC(=O)N(C)C[C@@H]2Oc3ccc(NC(=O)CCN4CCOCC4)cc3CC(=O)N([C@@H](C)CO)C[C@@H]2C)cc1 | -1 | -2 | -2 | -3 | · | 9 | -1 | -2 |
| CC(=O)Nc1ccc(C(=O)N2CCCCC2c2cc(C(=O)NCc3ccccc3)no2)cc1 (centres undefined) | 2 | -13 | 5 | 0 | 0.0 | · | -2 | 0 |
| O=C(CSC1=NCCS1)Nc1nc(-c2ccccc2)cs1 | · | · | · | 14 | · | -11 | -6 | 5 |
| O=C(Nc1ccccc1F)N1CC(=O)N2[C@@H](CO)[C@@H](c3ccc(C#Cc4ccc(F)cc4)cc3)[C@@H]2C1 | -4 | -8 | 4 | · | 0.4 | · | · | · |
| CCOc1cc2[nH]c(=S)n(CC3CCCN3CC)c(=O)c2cc1OCC (centres undefined) | -2 | -14 | 5 | 5 | · | -13 | 11 | -8 |
| O=C(NCc1ccccc1Cl)C(=O)NCC1OCCN1S(=O)(=O)c1ccc(F)cc1 (centres undefined) | -1 | -7 | 4 | -2 | 0.1 | -1 | -9 | -3 |
| COc1cc(-c2cc3nc(NCc4cccs4)ccn3n2)cc(OC)c1OC | 0 | -54 | -2 | -2 | -0.1 | · | -5 | -7 |
| NCCCn1c(C(=O)c2cc(Cl)c(N)c(Cl)c2)c2ccccc2[n+]1[O-] | -31 | 22 | -10 | -13 | 0.4 | 10 | 13 | -1 |
| CC(C#CCN1CCCCC1)OCCOCc1ccccc1 (centres undefined) | · | · | · | 1 | · | -7 | -14 | 3 |
| CCOc1ccc(NC(=O)CSc2nnc(Cc3cccn3C)n2-c2ccc(F)cc2)cc1 | 0 | -204 | -8 | 4 | · | 10 | -9 | 9 |
| O=c1[nH]c(SCCOc2ccccc2)nc2ccccc12 | · | · | · | 1 | · | 1 | -2 | 5 |
| Cc1cccc(OCC(=O)OC(C)C(=O)Nc2ccc(Cl)cn2)c1 (centres undefined) | 1 | -9 | 1 | · | -0.8 | -5 | · | · |
| Cc1nc(N)sc1N=Nc1c(C)n(C)n(-c2ccccc2)c1=O | 3 | 7 | 2 | -4 | 0.1 | 10 | -3 | · |
| CCOC(=O)c1c(-c2ccccc2)oc2ccc(OCC(O)CN(C)C)cc12 (centres undefined) | -49 | 43 | -4 | 0 | · | · | 32 | -14 |
| Cc1ccccc1C(=O)N1CCN(c2ccc(N3CCOCC3)nn2)CC1 | -1 | -12 | 8 | -2 | · | 4 | -3 | · |
| Cn1c(=O)c2c(nc(CN3CCOCC3)n2Cc2ccccc2)n(C)c1=O | · | · | · | -5 | · | -1 | 10 | 0 |
| S=C(NCCCc1ccccc1)Nc1ccc(Br)cc1 | -4 | -31 | -8 | -3 | · | -2 | -4 | -11 |
| CC(C)c1ccc2[nH]c3nc(SCC(=O)NC4CC4)nnc3c2c1 | -1 | -21 | 0 | · | · | -1 | · | 10 |
| COc1cc(/C=N/NC(=O)c2cc(-c3ccc4c(c3)OCO4)n[nH]2)ccc1O | 2 | -8 | 4 | · | · | -1 | · | · |
| CNC[C@H]1Oc2c(NS(=O)(=O)c3ccc(OC)cc3)cccc2C(=O)N([C@@H](C)CO)C[C@@H]1C | -8 | 1 | -12 | 1 | · | -5 | -16 | -4 |
| CCC(C)(C(=O)NC1CCCC1)N(C(=O)c1ccccn1)c1ccccc1 (centres undefined) | · | · | · | 2 | · | -14 | -4 | -3 |
| CCCCOc1ccc(C(=O)NCC(=O)NCC(c2ccc(F)cc2)N2CCOCC2)cc1 (centres undefined) | -101 | 0 | -1 | · | · | -8 | · | · |
| OCC1(Cc2ccc(Cl)cc2)CCN(Cc2ccc3nsnc3c2)CC1 | 5 | -19 | -9 | -3 | 0.1 | 2 | -9 | -10 |
| C[C@@H]1CCCCO[C@@H](CN(C)S(=O)(=O)c2cccs2)[C@H](C)CN([C@@H](C)CO)C(=O)c2cc(NS(=O)(=O)c3ccc(F)cc3)ccc2O1 | 0 | 16 | 2 | -2 | · | -2 | -13 | 10 |
| COc1ccc(Cl)cc1NC(=S)NCCO | -1 | -11 | 1 | · | 7.2 | 0 | · | · |
| COc1ccccc1C(CNC(=O)c1cccc(S(=O)(=O)N2CCCc3ccccc32)c1)N(C)C (centres undefined) | -5 | 0 | -12 | -2 | -0.4 | · | -7 | -2 |
| CS(=O)(=O)N1CCN(c2ccccc2NC(=O)c2cccs2)CC1 | · | · | · | -7 | · | -6 | 6 | -4 |
| O=C1O[C@@H](c2ccccc2)[C@@H](c2ccccc2)N2[C@@H](c3ccccc3OCCO)[C@]3(C(=O)Nc4ccccc43)[C@@H](C(=O)N3CCCCCCC3)[C@H]12 | -2 | 9 | 3 | 1 | · | 29 | -8 | · |
| C[C@H](CO)N1C[C@H](C)[C@@H](CN(C)S(=O)(=O)c2ccc(F)cc2)Oc2c(NS(=O)(=O)c3ccc(Cl)cc3)cccc2C1=O | · | · | · | 3 | -0.5 | · | 3 | 5 |
| CCCN1C[C@H](C)[C@@H](OC)CN(C)C(=O)c2cc(NS(C)(=O)=O)ccc2OC[C@H]1C | · | · | · | -1 | -0.1 | -10 | -9 | 3 |
| CCn1c(=Nc2ccc(N3CCOCC3)cc2)ccc2ccccc21 | · | · | · | 2 | · | -7 | -13 | -2 |
| CC(=O)CCC(=O)N1CCC(n2nccc2NC(=O)c2ccccc2C)CC1 | 0 | -7 | -3 | 7 | -0.4 | -10 | -9 | 2 |
